Bioassay records as filed in PubChem BioAssay.
A549 tox: kills or reduces viability of A549 cells in Nrf2 counter-screen. A549 ARE-Fluc cells, CellTiter-Fluor viability, 18-24 h. Potency, µM (doses to about 46 µM), for the others: at the highest dose activity change, negative = cytotoxicity, actives largely listed as inhibitors. hit rate 0.16% among 390,000; note: potency is the fitted concentration of half-maximal effect; % is set by controls: 0 for no effect and ±100 for the full control effect
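Cytotoxicity counterscreen: CellTiter-Fluor fluorescence was measured in A549 ARE_Fluc cells after 18-24 h of compound exposure in a concentration series. The subsequent BugLite luminescent read reports ARE-luciferase activity.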
TGFb inhibitor: TGF-b pathway inhibition | hit rate 1.2% among 410,000 | Potency, µM (top dose mostly 46.1 µM), for the others: at the top dose activity, negative = inhibition, actives largely listed as inhibitors | HepG2 CAGA-GFP TGF-b/SMAD3 reporter, GFP fluorescence, 18 h; TGF-beta stimulated, 500 pg/mL final | AID 588855; note: potency is the fitted concentration of half-maximal effect; % is set by controls: 0 for no effect and ±100 for the full control effect; nearly all actives have a fitted effect of over 65% in size
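TGF-beta reporter screen: HEPG2 CAGA-GFP, 1% FBS, 500 pg/mL TGF-beta final, 18 h; per-cell GFP summed per well; curves fitted and categorized by class.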
ATXN viability: viability counter-screen for ATXN expression inhibitors; S2 cells (HEK-293 line with an ATXN2-luciferase reporter) viability, CellTiter-Fluor protease fluorescence, 24 h; Potency, µM (series often up to 56.7 µM), hits mostly cytotoxic; hit rate 0.49% among 400,000; note: potency is the fitted concentration of half-maximal effect; nearly all actives have a fitted effect of over 40% in size
Akt phos inh: Akt phosphorylation inhibition; Neuro2A IGF-stimulated pAkt S473 HTRF, 20 min; active compounds read low; activity change, % for hits at 50 µM; hit rate 0.32% among 360,000; AID 651550; in the data active = activity change below about -80%; inconclusive = mostly about -51% to -80%; note: % is set by controls: 0 for no effect and ±100 for the full control effect
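Neuro2A cells in DMEM with 0.5% FBS, overnight at 37 deg C, given compound at single 50 µM final, then IGF (6 nM final) for 20 min at 37 deg C. Lysed; phospho-Akt Ser473 by HTRF after 24 h, 665/615 ratio.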
MmCpn inh: inhibitors of Methanococcus maripaludis chaperonin (MmCpn) | purified Mm-Cpn ATPase, ADP Transcreener TR-FRET | Potency, µM (highest dose often 76.9 µM), for inactives: at the top dose activity, negative = inhibition, most hits filed as inhibitors | hit rate 0.031% among 330,000 | AID 504842; note: potency is the fitted concentration of half-maximal effect; % is set by controls: 0 for no effect and ±100 for the full control effect; nearly all actives have a fitted effect of over 80% in size
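25 nM Mm-CPN + cpd, 10 min 37°C; + 10 uM ATP, 30 min 37°C; buffer 30 mM Tris pH 7.4, 100 mM KCl, 5 mM MgCl2, 1 mM DTT; Transcreener ADP HTRF detection 30 min RT.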
HepG2 viability: counter-screen for TGF-b inhibitors: cytotoxicity in HepG2 cells | hit rate 0.76% among 410,000 | Potency, µM (highest dose often 46.1 µM), for the others: top-dose activity change, negative = cytotoxicity, usual class: cytotoxic | HepG2 CAGA-GFP viability, ATP luminescence, 18 h; note: potency is the fitted concentration of half-maximal effect; some results filed as inactive show a strong effect at the top dose
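CellTiter-Glo luminescence gave cytotoxicity after 18 hours at 37 degrees C. The cells were HepG2 CAGA-GFP in 1% FBS DMEM, stimulated with 500 pg/mL TGF-beta after compound addition. %Activity was normalised to no-cell wells (complete cell-killing) and DMSO (no toxicity), and curves were fitted and classified.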
CCT chaperon mod: modulators of cytosolic chaperonin (CCT/TRiC) activity. activity change, % (no concentration beside the values), hits read low. hit rate 0.3% among 360,000. purified chaperonin ATPase assay, HTRF ADP detection, 30 min; in the data active = activity change below about -30%; note: % is set by controls: 0 for no effect and ±100 for the full control effect
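We incubate TRiC, 40 or 20 nM final, with library compounds at 76 uM and 10 uM ATP for 30 min at 37 °C. ADP formed is detected with Transcreener HTRF reagents after 30 min at room temperature.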
Nrf2 activator: activates Nrf2 signaling; AREc32 ARE-luciferase reporter (MCF7-derived line), luminescence, 24 h; Potency, µM (series often up to 46.1 µM), for the others: top-dose activation, most hits filed as activators; hit rate 0.31% among 410,000; note: potency is the fitted concentration of half-maximal effect; % of control where 0% means no effect; nearly all actives have a fitted effect of over 65% in size
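ARE activation measured as luciferase luminescence (Steady-Glo, 30 min RT) in AREc32_Fluc cells after 24 hr compound exposure at 37 deg C, 5% CO2; cells seeded overnight at 1000/well in OPTI-MEM, 5% FBS.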
Nrf2 inh: Nrf2 pathway inhibition; A549 ARE-Fluc reporter, luciferase luminescence, 18-24 h; Potency, µM (series often up to 46 µM), inactives show at the highest dose activity change, negative = inhibition, usual class: inhibitors; hit rate 2.1% among 360,000; note: potency is the fitted concentration of half-maximal effect; % is set by controls: 0 for no effect and ±100 for the full control effect; nearly all actives have a fitted effect of over 60% in size
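Nrf2 activity is the BugLite luminescence, read 15 min after reagent at room temperature, following CellTiter-Fluor cytotoxicity readout (30 min, 37C). Compound titrations were applied for 18-24 h to 5000 A549 ARE_Fluc cells/well in 5% FBS OPTI-MEM.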
Numbers without * were called inactive; i = inactive; ? = inconclusive; . = not tested or not shown; [ ] = another dose, or the depositor's remark. Unless noted, calls come from the whole dose curve; as a rule, active = well fitted curve in the direction sought with a large enough effect; inconclusive = small, poorly fitted or top-dose-only effect, or another doubt; inactive = no such curve, though single readings can be large; an effect the other way counts as inactive or inconclusive.

Order of results – A549 tox	TGFb inhibitor	ATXN viability	Akt phos inh	MmCpn inh	HepG2 viability	CCT chaperon mod	Nrf2 activator	Nrf2 inh
[1] S=C(NCc1ccccc1)NCc1ccc(CNC(=S)NCc2ccccc2)cc1
    11%	-50%	i	i	-3%	2%	-0.7	-0.1%	-13%
[2] COc1ccccc1-c1c(C)c(C)nc(N)c1C#N
    -6%	3%	i	i	1%	9%	-3.6	-0.4%	-11%
[3] O=C(CNC(=O)c1cccs1)N/N=C/c1c[nH]c2ccccc12
    1%	9%	i	i	2%	6%	-1.1	16%	6%
[4] COc1ccc(Br)cc1Cn1nnc(C(=O)Nc2ccc3c(c2)OCCO3)c1N
    -21%	-6%	i	i	-10%	13%	-0.5	-0.4%	?
[5] CC(=O)Oc1c2occc2cc2ccc(=O)oc12
    -9%	6%	i	i	-7%	-2%	0.0	0.2%	-16%
[6] O=S(=O)(c1ccccc1)N1CCN(Cc2nnc(-c3ccccc3)o2)CC1
    .	-2%	?	i	.	-16%	-2.5	7.8%	.
[7] C=CCSC1=NN2CCS(=O)(=O)N=C2S1
    0%	29%	i	i	5%	11%	-2.6	-0.5%	2%
[8] COCCN(CC(=O)Nc1cccc(C)c1C)C(=O)Cc1cccs1
    -4%	-4%	i	i	-2%	-12%	0.7	-0.8%	4%
[9] Cc1oc(-c2ccccc2F)nc1CS(=O)(=O)CC(=O)NCCCN1CCN(C)CC1
    1%	-16%	i	i	-2%	-20%	-0.4	-0.1%	2%
[10] C=CCO/N=C(/C)c1c(O)c(CC)c(-c2ccccc2)n(-c2ccccc2)c1=O
    5%	0%	i	i	-1%	-24%	-0.5	0.4%	-7%
[11] CCNC(=O)C1(C)CCN(C(=O)c2cccnc2SC)C1 (configuration not stated)
    .	21%	i	i	.	7%	-0.7	0.2%	.
[12] CNC(=O)CN(c1ccc(Oc2ccccc2)cc1)S(=O)(=O)c1ccc(C)cc1
    -6%	-26%	?	i	1%	1%	0.3	-0.9%	2%
[13] Cc1[nH]nc(Nc2ccccc2)c1[N+](=O)[O-]
    -15%	15%	i	i	0%	-15%	-2.8	0.8%	20%
[14] CCC(C(=O)NC1CCCC1)N(C(=O)c1snc(C(N)=O)c1N)c1ccc(C)cc1C (configuration not stated)
    0%	-3%	i	i	-2%	-9%	1.5	0.3%	-14%
[15] CC1(c2ccccc2)NC(=S)N2C1NC(=S)N2c1ccccc1 (configuration not stated)
    4%	0%	i	i	0%	-47%	-0.4	2.7%	15%
[16] CCOC(=O)c1cc(NC(=O)COc2ccc([N+](=O)[O-])cc2)cc(C(=O)OCC)c1
    -3%	?	i	i	2%	-12%	2.4	-1.2%	?
[17] COC(=O)CSc1nc2sc(C)c(C)c2c(=O)n1C
    .	11%	i	i	-22%	-13%	-0.2	2.1%	11%
[18] CC(C)[C@H](NC(=O)N1c2ccccc2NC(=O)[C@@H]1C(C)C)C(=O)N[C@H](C(=O)O)c1ccccc1
    7%	-12%	i	i	0%	-3%	-3.0	0.1%	6%
[19] CCOc1ccccc1NC(=O)C(=O)c1cc(C)n(-c2cccc(C)c2C)c1C
    -1%	?	i	.	.	-49%	.	4.8%	7%
[20] COc1ccc(CNc2ncnc3cc(Cl)ccc23)cc1
    -12%	-28%	i	i	0%	-26%	-4.8	12%	?
[21] CSc1ccc(Cl)c(C(=O)OCC(=O)N2CCNC2=O)c1
    -6%	-7%	?	i	-1%	-15%	-1.7	-0.7%	22%
[22] C=CCn1c(COc2cccc(C)c2)nnc1SCC(=O)c1c(N)n(C)c(=O)n(C)c1=O
    0%	1%	i	i	.	1%	-3.6	-1.1%	0%
[23] Nc1nc(CN2CCN(Cc3ccccc3)CC2)nc(Nc2ccccc2)n1
    10%	-4%	i	i	1%	0%	-0.1	7.4%	5%
[24] O=C(NCCc1ccncc1)Nc1ccccc1
    4%	5%	i	i	-1%	4%	0.3	0.1%	.
[25] CCCNCc1cc(OC)c(OCc2ccccc2)cc1Br
    0%	6%	?	i	-2%	-24%	-0.5	4.0%	29%
[26] O=c1c2oc3ccccc3c2[nH]c(=S)n1-c1ccc(F)cc1
    -4%	2%	i	i	-8%	9%	0.5	0.5%	?
[27] O=S(=O)(Nc1cc(F)ccc1F)c1ccc2[nH]c3c(c2c1)CCCC3
    1%	?	?	.	.	-52%	.	-0.4%	7%
[28] CC(C)c1cccc(-c2csc(C(O)c3ccc(F)cc3)n2)c1 (configuration not stated)
    .	-4%	i	i	.	-30%	0.0	0.6%	.
[29] O=C(c1ccccc1)N1CC(COc2ccccc2)OC(c2cccnc2)O1 (configuration not stated)
    -8%	18%	i	i	-1%	13%	0.2	2.8%	?
[30] Cc1nn(Cc2ccccc2Cl)c(Cl)c1/C=C/C(=O)OCC(=O)NC(N)=O
    10%	5%	i	i	-1%	1%	-0.4	-0.5%	-11%
[31] O=C(NCc1ccccn1)Nc1ccc(Br)cc1
    12%	0%	i	i	-7%	-1%	-2.5	-0.8%	?
[32] Cc1ccc(CNC(=O)N2CCC(CN3CCC(C)CC3)CC2)cc1
    -8%	2%	i	.	.	2%	.	-0.5%	.
[33] O=C(Nc1nc(-c2cccs2)c(C(=O)C(F)(F)F)s1)c1ccccc1
    -19%	?	?	i	-10%	-43%	0.4	0.2%	21µM*
[34] CC(=O)c1cccc(NC(=O)c2ccc(N(Cc3ccccc3)S(C)(=O)=O)cc2)c1
    16%	0%	i	i	-1%	-25%	0.5	-0.1%	-21%
[35] Cc1ccc(NC(=O)c2ccc(S(=O)(=O)N3CCCCC3)cc2)nc1
    -8%	-7%	i	i	1%	-19%	0.0	2.4%	-12%
[36] COc1ccc(C(CC(=O)Nc2ccc(C)cn2)N2Cc3ccccc3C2=O)cc1 (configuration not stated)
    -2%	15%	i	i	-7%	-4%	2.0	6.7%	5%
[37] COc1cccc(N(C(=O)CNC(=O)c2ccco2)C(C(=O)NC2CCCC2)c2ccncc2)c1 (configuration not stated)
    5%	-11%	i	i	1%	-8%	-0.3	0.0%	-5%
[38] Cc1cccc(N(C)C(=O)c2cc3cc4ccc(C)cc4nc3o2)c1
    -11%	1%	i	i	-2%	1%	1.3	-0.7%	-7%
[39] C#CCN(C[C@@H]1[C@@H](OC(=O)NCc2ccccc2F)[C@@H](OC(=O)NCc2ccccc2F)CN(C(=O)OC(C)C)N1C(=O)OC(C)C)S(=O)(=O)c1ccc(C)cc1
    .	1%	i	i	.	-15%	-1.1	0.5%	.
[40] FC(F)(F)c1ccccc1Cc1c(C2CCCCC2)nc2c3ccccc3ccn12
    .	?	i	i	.	-42%	-0.4	0.1%	.
[41] Cc1ccc2c(c1)-c1onc(C(=O)N3CCN(c4cc(Cl)ccc4C)CC3)c1CO2
    0%	1%	i	.	.	-12%	.	-0.2%	9%
[42] Cc1ccc(-c2noc(CN(C(=O)C34CC5CC(CC(C5)C3)C4)C(C)C)n2)cc1
    13%	-2%	i	i	1%	-2%	0.0	-0.6%	?
[43] O=C(Nc1nnc(SCC(=O)N2CCCCC2)s1)c1cccs1
    2%	-3%	i	i	-1%	5%	0.8	3.0%	19%
[44] COc1ccc(N2CCN(C(=O)CCCCCn3c(=S)[nH]c4ccc(N5CCOCC5)cc4c3=O)CC2)cc1
    .	1%	i	i	.	-17%	-0.7	0.9%	.
[45] CCc1nnc(SCC(=O)Nc2ccccc2)nc1CC
    0%	-31%	i	i	1%	8%	-1.1	-0.3%	13%
[46] Cn1c(=O)n(C)c2cc(CNCc3ccccc3)ccc21
    1%	44%[activator]	i	.	.	24%	.	-0.4%	7%
[47] COC(=O)c1nnn(CC(=O)Nc2cccc(Cl)c2C)c1C(=O)OC
    10%	?	i	i	1%	-1%	-0.9	0.4%	-10%
[48] CCC(C(=O)c1ccc2ncccc2c1)c1ccccc1 (configuration not stated)
    0%	?	i	i	-1%	-41%	-0.6	4.2%	0%
[49] COc1cccc(/C=C/C(=O)N2CCN(c3ccccn3)CC2)c1
    14%	-3%	i	i	-1%	-17%	0.2	0.1%	1%
[50] C[C@@H]1C(c2ccc(F)cc2)=NN(c2ccc(Br)cc2)[C@H]1C(=O)N1CCOC1=O
    -10%	14µM*	i	i	?	-37%	0.6	10%	12%
[51] CCC(=O)c1ccc2c(c1)N(CCCN(C)C)c1ccccc1S2
    -1%	?	?	i	.	16µM*	-0.6	7.7%	-18%
[52] CN(C)c1ccc(NC2=C(Cl)C(=O)c3ccccc3C2=O)cc1
    ?	5.6µM*	.	i	-2%	5.6µM*	-0.8	?	?
[53] COCCNC(=O)C1(C)CCCN(C(=O)c2cc(OC)c(OC)c(OC)c2)C1 (configuration not stated)
    .	0%	i	i	.	-1%	-0.5	0.1%[9.22 µM]	.
[54] Cc1cc(NS(=O)(=O)c2ccccc2)ccc1NS(=O)(=O)c1ccccc1
    0%	-8%	i	i	.	0%	-0.4	-0.3%	-19%
[55] CSc1cccc(NS(=O)(=O)c2ccc3[nH]cc(C(=O)N4CCCCCC4)c(=O)c3c2)c1
    1%	-29%	?	.	.	-6%	.	0.0%	13%
[56] CC(=O)N1c2ccc(S(=O)(=O)NCCC(=O)NCCc3ccc(Cl)cc3)cc2CC1C (configuration not stated)
    -8%	-20%	i	i	-12%	-16%	1.4	0.2%	21µM*

Only A549 tox, for some of the entries so far:
item | SMILES | A549 tox
20 | COc1ccc(CNc2ncnc3cc(Cl)ccc23)cc1 | -12%
21 | CSc1ccc(Cl)c(C(=O)OCC(=O)N2CCNC2=O)c1 | -6%
